Rv3671c inh: inhibitors of M. tuberculosis serine protease Rv3671c. 0.048% of 320,000 active. inhibition, % at 5.96 µM; in the data active means inhibition above about 38%;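 further: extracellular domain of Rv3671c used as enzyme; 0% = enzyme with DMSO and 100% = no enzyme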
Target sequence (P9WHR9 whole entry, looked up, the tested form may be a part): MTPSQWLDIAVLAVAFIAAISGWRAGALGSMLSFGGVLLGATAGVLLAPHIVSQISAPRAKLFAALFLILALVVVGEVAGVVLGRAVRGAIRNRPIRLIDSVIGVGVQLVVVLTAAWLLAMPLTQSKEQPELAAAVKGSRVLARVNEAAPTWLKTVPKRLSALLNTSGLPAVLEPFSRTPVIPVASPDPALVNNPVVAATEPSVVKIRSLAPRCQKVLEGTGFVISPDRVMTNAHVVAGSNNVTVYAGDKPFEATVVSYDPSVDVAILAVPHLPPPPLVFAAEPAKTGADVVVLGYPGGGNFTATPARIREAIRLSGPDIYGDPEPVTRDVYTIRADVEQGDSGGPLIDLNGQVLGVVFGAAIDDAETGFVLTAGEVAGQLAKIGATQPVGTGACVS
TcdB inh: inhibitors of Clostridioides difficile toxin B glycohydrolase; P18177; TcdB glycohydrolase enzymatic assay, plate reader; inhibition, % at 9.99 µM; 0.24% of 350,000 active; in the data active means inhibition above about 10%
BH1578 lux ind: induces V. cholerae light production without autoinducers | V. cholerae BH1578 lux reporter, luminescence, 6 h | AID 588436 | 0.16% of 350,000 active | activation, % at 18.7 µM; in the data active means activation mostly above about 9.7%, no sharp cut-off; further: not every result past the cut was called active; inactives centre near 0; reference of the scale not given here
Yp Topo-I inh: inhibitors of Yersinia pestis topoisomerase I; Y. pestis Topo-I cleavage product accumulation, plate reader; activity, % at 10 µM; 0.064% of 360,000 active; AID 504884; in the data active means activity above about 50%, passing the limit was not always enough; further: inactives centre near 2
PriA SSB inh: K. pneumoniae PriA-SSBct interaction inhibition; 0.6% of 430,000 active; inhibition, % at 33 µM; AlphaScreen SSBct-PriA binding, biotinylated peptide; in the data active means inhibition mostly above about 37%, no sharp cut-off; inactive means mostly below about 20%;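 further: plate controls were negative control peptide for no effect and reference peptide for full effect; strong numbers were not always called active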
PrPC surface inh: cell surface PrPC inhibition, primary TR-FRET screen; P04156; TR-FRET read-out; inhibition, % at 13.8 µM; 0.43% of 370,000 active; in the data active means inhibition above about 24%; further: 0% = median of the test wells and 100% = reference compound wells
SARS 3CLpro inh: SARS-CoV 3CLpro protease inhibition; P0C6X7; recombinant SARS-CoV 3CLpro, quenched FRET peptide cleavage; inhibition, % at 6 µM; 0.14% of 290,000 active; in the data active means inhibition above about 12%
CCHF vOTU inh: CCHFV vOTU protease inhibition; Pep-AMC fluorescence; inhibition, % at 11.5 µM; 0.55% of 370,000 active; AID 651958; in the data active means inhibition above about 30%; further: 0% = vehicle wells with enzyme and 100% = no enzyme wells
MazEF act: activators of E. coli MazEF toxin-antitoxin RNase | P0AE70 | FAM/BHQ RNA-DNA oligo cleavage fluorescence, 5 h | activation, % at 20 µM | 0.32% of 350,000 active | AID 504720; in the data active means activation above about 50%
Target sequence (P0AE70 whole entry, looked up): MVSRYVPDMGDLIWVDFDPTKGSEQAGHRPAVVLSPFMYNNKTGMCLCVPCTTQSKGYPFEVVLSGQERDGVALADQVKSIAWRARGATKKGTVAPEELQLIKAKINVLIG
DUSP3 inh: inhibitors of human VHR1 phosphatase (DUSP3) | recombinant VHR phosphatase, pNPP absorbance | inhibition, % at 13.3 µM | 0.52% of 290,000 active | AID 1654; in the data active means inhibition above about 50%; further: some compounds called inactive have numbers as strong as hits
Target sequence (P51452 whole entry, looked up): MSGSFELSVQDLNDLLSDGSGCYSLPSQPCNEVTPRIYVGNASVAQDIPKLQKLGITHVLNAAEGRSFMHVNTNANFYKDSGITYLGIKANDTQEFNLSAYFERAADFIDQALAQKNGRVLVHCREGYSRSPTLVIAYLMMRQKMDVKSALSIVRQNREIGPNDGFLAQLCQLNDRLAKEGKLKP
* marks the source's active call; other numbers are inactive results; i = inactive; . = no result given; & = joins results of further samples. This is a subset (hit frequency here may not be typical).

SMILES	Rv3671c inh	TcdB inh	BH1578 lux ind	Yp Topo-I inh	PriA SSB inh	PrPC surface inh	SARS 3CLpro inh	CCHF vOTU inh	MazEF act	DUSP3 inh
O=C1CCCCC1(c1ccccc1)c1ccccc1	.	0.5	-7.1	3.4	-16.4	5.2	.	-2.9	1.1	.
O=[N+]([O-])c1cn(-c2nc(-c3ccco3)cc(C(F)(F)F)n2)cn1	3.2	.	0.3	6.6	-9.7	-5.0	3.0	-9.4	4.8	4.7
CCN(CC(=O)Nc1ccc(NC(C)=O)cc1)C(=O)c1cccc(S(=O)(=O)N2CCCC2)c1	15.0	1.6	i	4.5	-8.7	-5.4	.	5.9	5.2	.
CC(C)c1ccc(CC(NC(=O)c2ccccc2)C(=O)NCC(=O)O)cc1 (stereo not given)	7.1	0.9	i	6.5	-3.6	-3.1	6.2	8.5	-1.1	21.6
CC(C(=O)N1CCN(C(=O)c2ccco2)CC1)n1sc2ccccc2c1=O (stereo not given)	-7.1	0.3	-0.7	6.1	8.4	3.8	-4.3	10.3	1.7	28.0
O=C(COC(=O)c1ccc(Cl)nc1)NC(=O)c1ccc(OC(F)F)cc1	5.8	2.2	14.3	6.3	-3.0	-1.6	.	-12.8	0.5	.
CN(C)C(CNC(=O)CNC(=O)c1ccc2ccccc2c1)c1ccccc1 (stereo not given)	-0.6	1.7	-0.3	5.1	-21.2	-5.8	-0.2	-8.3	7.3	-13.7
CC(=O)NS(=O)(=O)c1ccc(N=c2ssc3c2-c2cc(C)c(C)cc2NC3(C)C)cc1	-0.8	1.3	-0.5	7.2	7.0	-2.8	0.5	0.2	-3.7	-1.2
Cc1csc(NC(=O)c2cn3ccccc3n2)n1	8.7	1.0	-0.4	3.7	-10.7	0.7	-1.6	7.9	4.7	1.5
O=C(NCCCn1ccnc1)/C(=C\c1cccnc1)NC(=O)c1ccccc1F	-4.7	1.5	-0.2	-0.8	1.3	3.0	-3.0	-6.3	-1.8	0.9
CC(C)n1c(NCc2ccc(N(C)C)cc2)nc2ccccc21	0.2	.	i	-5.4	22.3	-4.6	-6.4	-1.3	3.4	-13.6
Cc1nc(SC(C(=O)c2ccccc2)c2ccccc2)nc2ccccc12 (stereo not given)	-0.4	.	2.2	3.1	-4.0	2.2	-5.0	4.1	-1.4	4.4
CCN1CCN(CCC(=O)Nc2cc(OC)ccc2OC)CC1	-5.3	0.0	0.3	0.6	1.5	-4.8	2.3	-1.1	3.5	-27.6
COC(=O)c1cc(NS(=O)(=O)c2ccc(OC)c(OC)c2)ccc1Cl	0.1	.	3.7	-4.5	-9.9	2.1	2.3	-2.9	1.1	-14.9
COc1ccc(CC(=O)N/N=C(\C)c2cccnc2)cc1	6.7	0.3	i	1.4	.	-5.2	2.1	-0.5	0.3	-2.1
C=CCOc1ccc(/C=N/Nc2ccccn2)cc1OC	3.9	1.0	i	-2.9	.	-9.9	-1.8	-4.4	5.1	11.5
CSc1nnc(-c2cccn(Cc3cccc(Cl)c3)c2=O)o1	1.2	0.2	i	4.9	-12.5	-5.5	0.0	-97.7	0.4	1.1
O=C(NCCOc1ccccc1)c1cccc(S(=O)(=O)N2CCN(Cc3ccccc3)CC2)c1	.	-3.5	i	13.5	.	5.5	.	-5.8	-2.2	.
CCn1c(CC(=O)Nc2cccc(Cl)c2Cl)nnc1SCCOc1ccc(OC)cc1	2.2	0.4	.	7.4	-4.9	.	1.4	.	-1.4	23.2
Cc1ccccc1CC(=O)c1ccc(O)c(C)c1O	8.9	0.9	-0.2	-5.9	-12.4	-2.4	1.6	20.0	8.1	3.9
O=C(c1n[nH]c(=O)c2ccccc12)N1CCC2(CC1)OCCO2	0.1	0.4	i	-9.6	-8.2	-2.2	4.8	-7.0	-10.2	38.5
CC(C)CNC(=O)C1CC(=O)OC12CCCCC2 (stereo not given)	-3.3	.	i	-4.8	-30.0	4.9	-6.2	-1.3	4.6	6.5
Nc1ccc(Sc2ccccc2Cl)nc1	-5.0	-1.3	-0.4	-1.4	-12.9	9.9	.	-1.0	1.9	.
Cc1cc(/C=N/n2cnnc2)c(C)n1-c1ccc2c(c1)OCO2	-3.6	.	-2.8	16.4	.	0.7	-0.9	5.9	14.5	4.4
CCOC(=O)C1=C(C)N=C2SC(C(=O)OC)=CC(=O)N2C1c1cc(OC)c(OC)c(OC)c1 (stereo not given)	-7.9	.	-3.7	1.5	10.7	-5.8	0.3	-15.5	-12.2	28.2
COc1ccc(CCN2C(=O)CC(N3CCN(S(=O)(=O)c4ccccc4)CC3)C2=O)cc1 (stereo not given)	5.2	.	i	-2.7	-12.8	-4.0	-1.8	2.0	-1.0	-2.1
Cc1ccc(-c2cc(C(F)F)n3ncc(C(=O)NCc4ccco4)c3n2)cc1	8.1	.	i	8.2	0.3	-8.3	-3.2	5.7	18.7	8.3
COc1ccccc1CNC(=O)C1CC2Cn3c(nc4cc5ccccc5cc43)C2N1C (stereo not given)	1.1	0.6	-0.4	17.9	-2.6	-5.4	.	6.5	7.9	.
CCOc1ccc(C(c2c(C)[nH][nH]c2=O)c2c(C)[nH][nH]c2=O)cc1OCC	-14.1	-0.3	-0.2	0.0	-7.5	3.6	0.9	-6.5	-3.1	16.9
O=C1N=C(N2CCOCC2)S/C1=C/c1ccc(-c2ccc(F)cc2)o1	-3.0	0.6	-0.3	10.3	-10.1	-13.0	2.9	9.9	12.4	18.5
Cc1cccc(NC(=O)c2ccc(N3CCOCC3)c([N+](=O)[O-])c2)n1	1.2	13.1*	-1.1	4.6	9.7	-14.0	-1.4	7.1	4.0	17.5
COc1ccc(NC(=O)N(C)C[C@@H]2Oc3ncc(Br)cc3C(=O)N([C@@H](C)CO)C[C@@H]2C)cc1	.	1.0&-1.2	-0.4	2.7	.	6.4	.	-6.5	8.0	.
CCCCOP(=O)(OCCCC)C(O)c1ccc(F)cc1 (stereo not given)	7.1	-0.5	-0.3	4.2	-3.0	0.5	-0.7	6.6	6.7	-6.4
N#CC(C#N)=C1SC(=Nc2ccccc2)C(=Nc2ccccc2)N1c1ccccc1	.	-8.2	i	-2.4	0.7	5.5	.	12.1	0.0	.
CC1CCN(C(=O)CSc2nnc3c(n2)[nH]c2ccccc23)CC1	-1.9	1.8	-1.5	-0.7	3.9	-13.3	-8.4	11.1	0.3	18.5
COCC1CCN(C(=O)C2CCC(=O)N(C3CCCC3)C2)CC1 (stereo not given)	-1.8	0.9	-0.6	3.7	-4.5	0.5	3.6	9.1	1.8	-5.9
Cc1cc(C)c2nc(-c3ccco3)cc(C(=O)O)c2c1	.	0.1	-0.5	5.6	-7.2	0.2	3.4	-32.8	-6.7	6.5
COc1ccc(C(CNC(=O)c2oc3cc(C)c(Cl)cc3c2C)N2CCCCC2)cc1 (stereo not given)	2.3	.	-0.3	34.5	-4.5	.	-2.6	.	5.7	-14.4
Cc1ccc(NC(/C=C/N(C)C)=C/C(=O)C(F)(F)F)c(C)c1	7.8	1.3	4.2	3.5	12.2	-8.8	0.3	10.1	6.9	21.6
Cc1noc(NC(=O)c2ccccc2C(F)(F)F)c1C#N	-2.5	-0.5	-0.3	-6.9	-6.6	0.4	3.6	-1.1	8.5	28.8
CCCNC(=O)C(Cc1ccc(F)cc1)NC(=O)c1ccc(C#N)cc1 (stereo not given)	8.2	1.8	-5.0	10.2	3.6	-6.2	.	-6.9	7.7	.
COc1cccc(NC(=O)c2cc3ccccc3cc2OC)c1	1.5	1.2	i	13.1	-35.2	-2.1	1.9	-6.4	8.9	4.9
COc1ccc(NC(=O)c2cc3c(COC(C)=O)cnc(C)c3oc2=Nc2cccc(C(=O)O)c2)c(OC)c1	15.6	1.1	-12.9	-9.0	3.9	.	-0.4	.	0.9	.
COc1ccccc1N1CCN(c2ccc([N+](=O)[O-])cn2)CC1	5.3	1.8	-1.5	-1.2	-2.1	-17.6	-0.6	-2.7	6.3	20.4
O=C1C2ON(c3ccccc3)C(c3ccncc3)C2C(=O)N1c1ccc(Br)cc1 (stereo not given)	-7.2	.	-3.1	15.1	2.0	1.9	-2.9	-1.5	-5.0	25.9

Some of the entries above, reformatted:
Under each structure: Rv3671c inh, TcdB inh, BH1578 lux ind, Yp Topo-I inh, PriA SSB inh, PrPC surface inh, SARS 3CLpro inh, CCHF vOTU inh, MazEF act, DUSP3 inh
> COc1ccccc1N1CCN(c2ccc([N+](=O)[O-])cn2)CC1
 : 5.3, 1.8, -1.5, -1.2, -2.1, -17.6, -0.6, -2.7, 6.3, 20.4
> CCN1CCN(CCC(=O)Nc2cc(OC)ccc2OC)CC1
 : -5.3, 0.0, 0.3, 0.6, 1.5, -4.8, 2.3, -1.1, 3.5, -27.6

(continued)
SMILES	Rv3671c inh	TcdB inh	BH1578 lux ind	Yp Topo-I inh	PriA SSB inh	PrPC surface inh	SARS 3CLpro inh	CCHF vOTU inh	MazEF act	DUSP3 inh
O=S1(=O)CCN2C=C(Br)C=C(Br)C2=N1	0.2	1.2	i	-4.7	-2.4	-2.1	-2.4	-22.5	-1.2	10.0
CCCc1cc(=O)[nH]c(SCC(=O)Nc2ccc(Cl)c(S(=O)(=O)N3CCOCC3)c2)n1	0.3	-5.7	-7.1	-3.9	0.2	3.0	.	3.7	3.4	.
O=S(=O)(/C=C/c1ccccc1)N1CCN(c2ccc(F)cc2)CC1	-1.6	.	-0.4	13.0	-19.5	0.6	-1.9	0.5	9.2	-5.9
FC(F)(F)c1nc2cc3nc4ccccc4[nH]c3cc2n1	2.4	1.8	-0.3	-11.5	-0.8	-44.4	-1.5	-2.6	4.0	-4.3
COc1ccc(C2=CC(=O)C[C@H](c3ccc(Cl)cc3)C2)cc1	-18.0	0.1	-0.5	8.4	-6.7	2.1	.	-1.0	-9.7	.
CC(C)CC(COCc1cccc(Cl)c1)N1CCN(C(=O)c2cccc(C(F)(F)F)c2)CCC1=O (stereo not given)	10.1	1.9	2.1	17.1	-1.6	1.3	0.4	15.8	-0.8	15.1
O=S(=O)(NC1CCCCC1N1CCN(c2cccc(Cl)c2)CC1)c1ccccc1 (stereo not given)	-3.1	.	i	10.9	-2.1	.	5.8	.	-18.2	39.0
CC(=O)Nc1ccc(S(=O)(=O)NCCC(=O)OCC(=O)NC(C)c2ccc(Cl)cc2)cc1 (stereo not given)	.	1.1	-0.3	-0.4	-5.0	6.8	.	-11.3	5.5	.
COc1cc2c(cc1OC)C(c1ccncc1)CC(=O)N2 (stereo not given)	-0.3	.	i	-4.2	7.8	-3.2	-0.3	0.2	-5.1	26.3
O=C(CN1CCCCCC1)N1c2ccccc2Sc2ccccc21	2.5	0.8	-0.3	-1.7	2.0	-3.1	2.3	4.9	1.9	15.1
Cc1cccc(N2CCN(C3CCCCC3NS(=O)(=O)c3ccccc3)CC2C)c1 (stereo not given)	-11.2	.	-0.3	27.0	8.1	.	-1.2	.	10.2	32.7
CCN1CCN(c2ccc([N+](=O)[O-])cc2C=C2C(=O)NC(=O)NC2=O)CC1	-8.2	-0.5	-0.1	0.0	-0.7	-16.5	2.2	17.0	6.1	2.6
CCC(C)c1ccc(S(=O)(=O)N2CCN(c3ccccn3)CC2)cc1 (stereo not given)	0.8	0.9	-0.3	-5.6	-12.9	6.8	2.1	5.7	-7.1	-10.3

Compounds listed so far containing a furan ring, fused or not, in the order listed:
SMILES	Rv3671c inh	TcdB inh	BH1578 lux ind	Yp Topo-I inh	PriA SSB inh	PrPC surface inh	SARS 3CLpro inh	CCHF vOTU inh	MazEF act	DUSP3 inh
O=[N+]([O-])c1cn(-c2nc(-c3ccco3)cc(C(F)(F)F)n2)cn1	3.2	.	0.3	6.6	-9.7	-5.0	3.0	-9.4	4.8	4.7
CC(C(=O)N1CCN(C(=O)c2ccco2)CC1)n1sc2ccccc2c1=O (stereo not given)	-7.1	0.3	-0.7	6.1	8.4	3.8	-4.3	10.3	1.7	28.0
Cc1ccc(-c2cc(C(F)F)n3ncc(C(=O)NCc4ccco4)c3n2)cc1	8.1	.	i	8.2	0.3	-8.3	-3.2	5.7	18.7	8.3
O=C1N=C(N2CCOCC2)S/C1=C/c1ccc(-c2ccc(F)cc2)o1	-3.0	0.6	-0.3	10.3	-10.1	-13.0	2.9	9.9	12.4	18.5
Cc1cc(C)c2nc(-c3ccco3)cc(C(=O)O)c2c1	.	0.1	-0.5	5.6	-7.2	0.2	3.4	-32.8	-6.7	6.5
COc1ccc(C(CNC(=O)c2oc3cc(C)c(Cl)cc3c2C)N2CCCCC2)cc1 (stereo not given)	2.3	.	-0.3	34.5	-4.5	.	-2.6	.	5.7	-14.4
